# Source: PubChem BioAssay
# HEK293 NFkB inh: inhibitors of PMA/ionomycin-induced NF-kB reporter, primary screen, antigen receptor NF-kB inhibitor project, cell-based, HEK-293 luciferase reporter, luminescence | inhibition, % at 3 µM | AID 465, 2006 | HEK-293 NF-kB luciferase reporter | 62,000 compounds, 0.21% hits;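 active = inhibition above the mean of all tested compounds plus 3 SD, cut at about 40% in these data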;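 also: 0% = stimulated DMSO wells and 100% = 10 µM reference inhibitor 5653914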
#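 Timing: 1 h pretreatment, 16 h stimulation, 37 °C; system: HEK-293 cells with stable firefly luciferase reporter driven by four HIV NF-kB elements; doses: 3 µM once, 0.30% DMSO; measured by: luciferase luminescence; control set: DMSO and 10 µM reference inhibitor; repeats: single test; reagent: PMA plus ionomycin mix as NF-kB-activating stimulus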
# TNAP act DEA: human TNAP enzyme activators, primary screen, biochemical, luminescent, intermediate phosphate acceptor level | activation factor at 20 µM | 64,000 tested, under 10 active | purified TNAP, CDP-star luminescence, 100 mM DEA, 30 min; hits give high values; scale: 0 levamisole-inhibited, 1 vehicle-only enzyme | AID 813, 2007 | Alkaline phosphatase, tissue-nonspecific isozyme (Homo sapiens), P05186;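 active = activation factor of at least 2 at 20 µM, relative to controls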
# Target sequence (P05186 whole entry, looked up): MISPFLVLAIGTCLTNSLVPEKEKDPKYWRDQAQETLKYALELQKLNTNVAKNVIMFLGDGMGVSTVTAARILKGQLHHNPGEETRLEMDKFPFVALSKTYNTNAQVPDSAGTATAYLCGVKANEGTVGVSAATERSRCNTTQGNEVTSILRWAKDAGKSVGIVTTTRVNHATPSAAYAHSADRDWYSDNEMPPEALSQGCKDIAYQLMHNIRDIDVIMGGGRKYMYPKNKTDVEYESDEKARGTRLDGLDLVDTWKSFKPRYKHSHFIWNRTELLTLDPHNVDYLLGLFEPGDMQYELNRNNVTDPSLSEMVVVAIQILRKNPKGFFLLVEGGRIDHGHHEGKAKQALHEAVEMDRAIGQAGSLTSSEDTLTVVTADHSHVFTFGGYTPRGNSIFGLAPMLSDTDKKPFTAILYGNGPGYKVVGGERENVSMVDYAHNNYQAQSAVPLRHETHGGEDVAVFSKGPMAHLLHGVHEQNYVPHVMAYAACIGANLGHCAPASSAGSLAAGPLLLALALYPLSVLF
# M1 antagonist: antagonists of rat M1 muscarinic receptor; CHO-M1 cells, Fluo-4 calcium, ACh EC80 antagonist mode; hits give low values; 64,000 compounds, 3.4% hits; B-score at 10 µM; Muscarinic acetylcholine receptor M1 (Rattus norvegicus), P08482;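 active = calcium fluorescence response, raw or row-and-column corrected B-score, differing from the plate sample mean either way at a set confidence level, mostly lower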
# S1P3 ag: human S1P3 receptor agonists, primary screen, cell-based, primary and confirmation, NFAT-BLA reporter. S1P3 NFAT-BLA reporter cells, agonism, FRET ratio; relative to 1 µM S1P, basal subtracted. activation, % at 4.5 µM. 60,000 compounds, 0.1% hits. Sphingosine 1-phosphate receptor 3 (Homo sapiens), Q99500;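 active = activation above the screen-wide mean plus 3 SD, cut at about 4.5% in these data, passing the limit was not always enough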; also: some compounds called inactive have numbers as strong as hits
#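 Material: Human S1P3 NFAT-BLA reporter CHO cells | Incubation: Overnight plating, 4 h compound 37 °C, 2 h substrate RT | Signal: FRET β-lactamase substrate fluorescence, excitation 405 nm, 460/535 nm emission ratio, background-subtracted | Compound: 4.5 µM final, single dose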
# S1P1 ag pot: S1P1 agonists and agonism potentiators, primary screen, cell-based, primary and confirmation screens, CRE-bla reporter | Sphingosine 1-phosphate receptor 1 (Homo sapiens), P21453 | S1P1 CRE-bla cells, forskolin, beta-lactamase FRET, potentiator mode; S1P1 agonist co-added at EC20, 2 nM; 100% = saturating reference agonist, 0% = basal | activation, % at 9.5 µM | 56,000 compounds, 0.57% hits;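 active = activation above a cutoff set at the mean activation of all tested compounds plus 3 SD, cut at about 54% in these data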;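 also: forskolin at 4 µM as EC80 and the EC20 agonist is SEW2871; 100% = SEW2871 at its EC100 plus forskolin at EC80; some compounds past the cut are filed as inactive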
# Target sequence (P21453 whole entry, looked up): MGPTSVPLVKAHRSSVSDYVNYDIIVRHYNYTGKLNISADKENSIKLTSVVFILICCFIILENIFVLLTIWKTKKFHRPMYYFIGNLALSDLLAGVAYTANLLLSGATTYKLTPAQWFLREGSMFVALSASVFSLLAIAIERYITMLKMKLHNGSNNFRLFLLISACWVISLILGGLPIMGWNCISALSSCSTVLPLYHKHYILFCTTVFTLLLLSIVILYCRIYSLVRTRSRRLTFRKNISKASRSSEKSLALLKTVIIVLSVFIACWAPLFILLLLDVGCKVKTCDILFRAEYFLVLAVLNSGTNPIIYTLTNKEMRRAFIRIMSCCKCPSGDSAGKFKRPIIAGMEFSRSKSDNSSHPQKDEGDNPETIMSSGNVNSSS
# D1 mod: D1 CRE-luciferase signal change, two-sided – cell-based, HEK293 D1, dopamine EC30, D1 allosteric modulator project, primary screen; dopamine EC30 potentiation; actives deviate in either direction; 58,000 compounds, 5.9% hits; AID 641, 2007; B-score at 10 µM; D(1A) dopamine receptor (Homo sapiens), P21728;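 active = luminescence count or its row- and column-corrected plate score outside the 99.7% band of the plate's sample wells, on either side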
# Jurkat viability: cytotoxicity toward Jurkat T cells, primary screen, cytotoxicity control, cell-based, Jurkat E6.1, 60K MLSMR library; Jurkat E6.1 viability, ATP luminescence, 48 h; inhibition, % at 4 µM; 56,000 compounds, 1.2% hits; AID 463, 2006;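 active = inhibition above the mean inhibition of all tested compounds plus 3 SD, cut at about 28% in these data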
# M1 agonist: M1 muscarinic receptor agonists, primary screen, CHO-M1 cells, Fluo-4 calcium, agonist mode; 64,000 compounds, 3% hits; Fluo-4 calcium fluorescence; hits give high values; B-score at 10 µM; Muscarinic acetylcholine receptor M1; AID 626, 2007;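 active = fluorescence rise, raw or as B-score row- and column-corrected plate score, outside the 99.7% band of its plate's samples, either direction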
# E coli RNAP: E. coli RNAP inhibitors, biochemical | E. coli RNA polymerase, fluorescence transcription assay | inhibition, %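 (tested at 10 µM)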 | 62,000 compounds, 0.2% hits; in the data active = inhibition above about 20%;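 also: 0% = enzyme without compound and 100% = no enzyme blank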
# * = called active by the depositor; / = not tested or not shown.
SMILES,HEK293 NFkB inh,TNAP act DEA,M1 antagonist,S1P3 ag,S1P1 ag pot,D1 mod,Jurkat viability,M1 agonist,E coli RNAP
O=C(CC1CCCCC1)OCn1nnc2ccccc2c1=O,9,0.9,0.71,/,/,0.027,/,-0.24,8
CN1/C(=C\C(=O)COC(=O)C2COc3ccccc3O2)C(C)(C)c2ccccc21 (configuration not stated),-6,1,0.13,1.7,12,1.3,-5,-0.056,5
Fc1cc2nccnc2cc1N1CCSCC1,8,0.9,-0.24,-0.7,0,2.5,-5,-0.0025,7
Cc1cc(C)c(C#N)c(SCC(=O)N(C)C2CCCCC2)n1,-2,0.9,-0.3,-0.9,18,-0.59,-6,-0.2,5
CN(c1cccc(NC(=O)CN2C(=O)c3ccccc3S2(=O)=O)c1)S(C)(=O)=O,11,/,-0.021,-1.3,29,-0.83,2,-0.12,/
O=C(NC1CCCCC1)NC1CCN(S(=O)(=O)Cc2ccccc2)CC1,10,1,0.18,/,/,/,/,-1.4,3
CCOC(=O)C1=C(C)OC(N)=C(C#N)C1c1cc2ccccc2nc1N1CCCCC1 (configuration not stated),/,0.9,-0.45,-2.6,9,/,/,2.9,3
CC1(C)Cc2c(c(=S)nc(-c3ccccc3)n2CCCN2CCOCC2)CO1,7,1,-0.12,/,/,1.4,/,-0.56,2
CCOC(=O)C1CCN(C(=O)COC(=O)CCOc2ccc(C)cc2)CC1,8,0.9,0.54,1.0,4,-0.025,0,-0.55,9
Cc1ccc(Nc2nc3nonc3[nH]c2=O)cc1C,0,0.9,-0.71,-1.2,12,-0.047,4,0.56,3
Cc1ccc(C)c(Nc2ncnc3nc[nH]c23)c1,-2,1.1,0.91,-1.0,-10,-0.18,0,0.42,8
CCCCCC#CCC#CCC#CCC#CCCCC(=O)O,/,0.9,0.45,-2.4,9,0.22,/,-0.71,19
C#CCOC(=O)c1ccccc1C(=O)N(CC)CC,22,0.9,0.087,-0.2,-3,0.19,-9,0.017,12
CCOc1ccc(N2C(=O)c3cccnc3C2Nc2ccc(C)cc2)cc1 (configuration not stated),9,1,-1.8,0.3,-3,1.3,0,-0.13,3
CC(=O)O[C@H]1CSC[C@H]1NC(=O)c1ccccc1,-1,1,-0.036,-0.6,-7,-1.4,0,0.13,3
CCOc1ccc(S(=O)(=O)NCCC(=O)NC2=NCCS2)cc1,20,1,-0.024,-1.7,-11,-0.13,3,-1.4,0
COc1ccccc1NS(=O)(=O)c1ccccc1C#N,13,0.9,-0.17,-1.4,/,-0.55,-2,-0.54,6
CCOC(=O)N1CCC(NC(=O)c2cc(C(=O)NCc3ccc(F)cc3)ccc2CO)CC1,8,0.9,-0.002,-0.2,-1,-0.35,-3,-0.23,4
C=CCN1C(=O)c2oc3ccccc3c(=O)c2C1c1ccc(O)c(OC)c1 (configuration not stated),22,0.9,-0.2,-0.5,-24,8.1*,-2,-0.67,1
O=C(NCc1nnc(SCC(=O)N2CCN(c3ccccc3)CC2)o1)c1ccco1,6,1,1.8,/,/,/,/,-0.89,-4
O=C(Cc1ccc(S(=O)(=O)N2CCCC2)s1)N1CCOCC1,-8,0.9,-0.22,-0.8,-1,/,-7,-0.38,2
O=C(CSc1ncn(-c2ccccc2)n1)NCc1ccccc1,5,0.9,-0.49,-0.2,/,1.6,4,-0.45,9
CC(C)(C)c1cc(NC(=O)COC(=O)c2ccc3c(=O)n4c(nc3c2)CCC4)n(-c2ccccc2)n1,5,1,-0.079,-0.7,2,0.71,2,0.67,2
Cc1ccc(C(C(=O)NC(C)(C)C)N(C(=O)c2csnn2)c2cccc(F)c2)o1 (configuration not stated),0,0.9,0.56,-0.9,9,0.022,-2,-0.42,-7
CC(C)c1nc(N2CCOCC2)c(C#N)c2c1CCC2,/,1,-0.0022,-2.5,8,0.014,/,-0.44,4
O=C(Nc1ccon1)c1ccc2c(c1)OCO2,-6,1,0.1,-0.2,9,-0.23,-6,1.4,8
CCOc1ccc(S(=O)(=O)N(C)CCO)cc1-c1nc2c(C(C)(C)C)nn(C)c2c(=O)[nH]1,/,1,-1.8,-0.2,-38,/,/,5.6*,9
O=C(Nc1cc(C(=O)N2CCCC2)ccc1N1CCCC1)c1ccccc1,8,0.9,0.42,0.3,/,0.24,1,1.1,5
COc1ccc(S(=O)(=O)NCC(c2cccnc2)N2CCN(c3ccccc3OC)CC2)cc1C (configuration not stated),20,1,0.16,-1.4,-28,-0.32,-1,0.24,-11
COc1ccc(-c2nnc(CSc3nc4ccccc4c(=O)n3C)o2)cc1OC,7,0.9,-0.83,1.0,-46,8.5*,4,1.1,2

# Exported with values under each structure: entries from further up
# Results follow in this order: HEK293 NFkB inh | TNAP act DEA | M1 antagonist | S1P3 ag | S1P1 ag pot | D1 mod | Jurkat viability | M1 agonist | E coli RNAP
CCOC(=O)C1=C(C)OC(N)=C(C#N)C1c1cc2ccccc2nc1N1CCCCC1 (configuration not stated)
→ / | 0.9 | -0.45 | -2.6 | 9 | / | / | 2.9 | 3
CC1(C)Cc2c(c(=S)nc(-c3ccccc3)n2CCCN2CCOCC2)CO1
→ 7 | 1 | -0.12 | / | / | 1.4 | / | -0.56 | 2
CCOC(=O)C1CCN(C(=O)COC(=O)CCOc2ccc(C)cc2)CC1
→ 8 | 0.9 | 0.54 | 1.0 | 4 | -0.025 | 0 | -0.55 | 9
Cc1ccc(Nc2nc3nonc3[nH]c2=O)cc1C
→ 0 | 0.9 | -0.71 | -1.2 | 12 | -0.047 | 4 | 0.56 | 3

# (list continues)
SMILES,HEK293 NFkB inh,TNAP act DEA,M1 antagonist,S1P3 ag,S1P1 ag pot,D1 mod,Jurkat viability,M1 agonist,E coli RNAP
O=C(NCc1ccccc1)C1CCCN1S(=O)(=O)c1cccc2cccnc12 (configuration not stated),-1,0.9,0.46,-1.9,-6,-0.13,-3,0.96,-5
Cc1c(C(=O)N2CCN(c3ncccn3)CC2)sc2nc3n(c(=O)c12)CCCC3,8,0.9,0.73,/,/,0.4,/,-2,2
COc1cccc(N2CC(O)Cn3c2nc2c3c(=O)n(CCCc3ccccc3)c(=O)n2C)c1 (configuration not stated),-2,1,-0.58,-1.1,-1,-0.87,9,-0.45,4
CN1CCN(c2c3c(c(C#N)c4nc5ccccc5n24)CCCC3)CC1,/,0.9,-0.76,-1.2,-16,/,/,-0.93,4
CCOc1ncccc1C(=O)OCC(=O)N1CC(=O)Nc2ccccc21,9,0.9,0.71,-1.0,-20,-0.48,-7,-0.8,4
O=C(CN1C(=O)CCC1=O)Nc1nc(-c2ccc(Cl)s2)cs1,17,/,-0.31,0.4,14,-0.75,1,0.25,/
Cc1ccc(C2CC(c3cccc(Br)c3)n3nc(N)nc3N2)cc1 (configuration not stated),6,1,0.29,0.3,-11,9.5*,-3,1.6,9
Cc1ccc(C(=O)Nc2ccccc2C(N)=O)o1,2,0.9,-0.53,-0.6,/,-0.64,-8,-0.97,11
COc1ccccc1-n1cnnc1SCC(=O)c1ccc[nH]1,14,1,0.36,-0.3,-28,-0.34,4,-0.0034,6
Cc1ccc(C2CC(c3ccccc3)n3ncnc3N2)cc1 (configuration not stated),20,0.6,0.12,-1.1,-13,2.1,4,-0.063,3
CCOC(=O)c1nc(NCc2cccnc2)c2ccccc2n1,5,1,0.25,-2.1,/,2.7*,-4,0.42,-1
O=S(=O)(NC1CC1)c1cccc(S(=O)(=O)N2CCCC2)c1,26,0.9,0.3,-0.7,7,-0.12,8,-0.35,6
CCS(=O)(=O)NCCc1csc(-c2ccccc2)n1,1,1,0.32,-0.9,-3,-0.16,-8,-0.45,0
O=C(O)C12CC3CC(C1)CC(n1cnc(Cl)n1)(C3)C2,9,0.9,0.039,0.6,-24,-0.026,-1,-0.39,5
Cc1cc(NC(=O)C2=C(O)c3ccccc3S(=O)(=O)N2C)no1,/,0.9,1.2,-0.9,-6,0.81,/,-0.37,15
COC(=O)c1ccccc1OCC(=O)NC1CCCCC1,4,0.9,-1,-0.9,-6,-0.27,-1,0.15,8
Cc1ccccc1OCC(=O)Nc1cccc(NC(=O)c2ccco2)c1,15,1,0.54,-1.4,-10,-1.5,-2,7*,3
C=CCNc1ccc(F)c(F)c1N1CCCCCC1=O,12,1,0.019,-0.9,-6,/,-1,-0.22,/
CCCS(=O)(=O)N1CCCC(C(=O)NCCN(CC)CC)C1 (configuration not stated),2,0.9,0.18,0.2,-19,0.073,-6,-0.27,4
Cc1cc(=O)[nH]c2c1cnn2Cc1ccccc1,16,0.8,-0.86,-1.5,-15,-0.021,10,0.15,0
O=C(O)Cc1coc(-c2ccc(F)cc2)n1,13,0.9,0.87,-0.5,-4,-0.0029,-7,0.16,4
CCn1cc(C(=O)NCC2CCCO2)c(=O)c2cc(S(=O)(=O)N3CCC(C)CC3)ccc21 (configuration not stated),21,0.9,-0.13,0.0,-12,-4.8*,15,0.95,3
CCN(CC)S(=O)(=O)c1ccc(NC(=O)c2ccccn2)cc1,-2,0.9,0.018,0.8,-11,-1.4,-10,-0.48,10
O=C(CN1C(=O)c2ccccc2S1(=O)=O)N1CCc2ccccc2C1,2,0.9,-0.094,-0.4,-27,-0.52,-5,-0.81,6
Cc1c(C)n(C(=O)CN2CCC(C(N)=O)CC2)c2ccccc12,8,0.9,0.095,-0.4,-15,0.035,-2,-0.71,6
OCCNc1nc(-c2ccccc2)c2ccccc2n1,/,1,-0.4,-3.8,-7,3.2,/,-1.5,-7
CCCC(=O)Nc1sc(C(=O)OC)c(C)c1C(N)=O,-14,0.9,0.032,-1.7,-25,-0.059,-3,0.037,14
C=CCN(CC(=O)NCc1ccccc1)C(=O)c1csnn1,7,0.9,-2.2,-0.5,24,3*,8,0.28,1
CCCCN(C)CCCNC(=O)CC1Oc2ccccc2NC1=O (configuration not stated),13,0.9,-1.7,-0.6,-29,-0.14,2,1.7,-1
CCC(=O)OCc1cc2cccc(C)c2[nH]c1=O,2,0.9,0.76,-0.3,2,-0.49,10,0.12,9
CC(C)N1C(=S)SC2CS(=O)(=O)C=C21 (configuration not stated),11,1,0.036,-1.2,6,0.72,-4,0.48,6
CNC(=O)c1ccsc1NC(=O)c1ccccc1,6,0.9,-1.3,-0.1,-27,17*,-7,0.35,10
COc1ccc(Cn2nnnc2C(c2ccc(N(C)C)cc2)N2CCC(C)CC2)cc1 (configuration not stated),20,1,-0.013,-0.9,-2,0.73,-5,0.6,10
CCOc1ccccc1N(CC(=O)Nc1ccccc1C(=O)O)S(C)(=O)=O,-6,1,-0.33,0.0,-13,-1.1,-6,-0.07,7
